# Screening data deposited in PubChem by Broad Institute.
# ERAP1 inh: ERAP1 (human) enzyme inhibition; Q9NZ08; recombinant ERAP1, Leu-AMC fluorescence, 60 min; inhibition, % at 10.7 µM; hit rate 0.15% among 340,000; AID 652197;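 active means mean replicate inhibition of at least 30%, or all replicates individually reaching that 30% level; inactive means mean below 30% and not every replicate reaching it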;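 further: 0% = neutral control wells and 100% = L-leucinethiol positive control wells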
# Target sequence (Q9NZ08 whole entry, looked up): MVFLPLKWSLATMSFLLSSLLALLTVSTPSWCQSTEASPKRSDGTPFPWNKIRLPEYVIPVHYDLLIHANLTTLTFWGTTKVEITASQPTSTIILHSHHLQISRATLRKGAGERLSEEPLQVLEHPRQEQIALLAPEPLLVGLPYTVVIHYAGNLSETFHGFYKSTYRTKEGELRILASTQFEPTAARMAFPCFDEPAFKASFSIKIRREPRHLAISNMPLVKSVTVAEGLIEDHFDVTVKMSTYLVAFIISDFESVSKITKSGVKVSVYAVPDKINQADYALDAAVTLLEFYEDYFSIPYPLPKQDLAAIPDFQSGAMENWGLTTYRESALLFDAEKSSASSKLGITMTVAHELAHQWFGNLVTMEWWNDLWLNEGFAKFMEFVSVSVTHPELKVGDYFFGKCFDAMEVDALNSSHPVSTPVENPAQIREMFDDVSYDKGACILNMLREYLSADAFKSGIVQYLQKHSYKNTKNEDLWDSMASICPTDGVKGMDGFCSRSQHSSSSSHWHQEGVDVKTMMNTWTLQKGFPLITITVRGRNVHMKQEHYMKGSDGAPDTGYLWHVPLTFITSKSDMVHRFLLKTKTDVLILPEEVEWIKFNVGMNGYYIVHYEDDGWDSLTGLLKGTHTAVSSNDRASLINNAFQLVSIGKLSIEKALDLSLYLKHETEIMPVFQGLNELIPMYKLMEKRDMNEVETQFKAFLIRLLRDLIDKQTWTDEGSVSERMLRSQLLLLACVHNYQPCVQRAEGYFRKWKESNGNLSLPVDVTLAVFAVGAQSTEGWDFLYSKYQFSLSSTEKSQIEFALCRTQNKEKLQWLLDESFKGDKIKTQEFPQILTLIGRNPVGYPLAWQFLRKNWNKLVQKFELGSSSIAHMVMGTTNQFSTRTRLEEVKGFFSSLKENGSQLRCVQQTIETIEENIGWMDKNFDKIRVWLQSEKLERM
# RAD54 branch: inhibitors of human RAD54 branch migration; Q92698; RAD54 Holliday junction branch migration, FAM/BHQ fluorescence; inhibition, % at 10.4 µM; hit rate 0.14% among 360,000; AID 602329;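 active means mean normalized replicate activity at least 40 and at least half of replicates scoring 40 or more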;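 further: 0% = median of neutral control wells and 100% = median of positive control wells; inhibitors cause a drop in the FAM fluorescence signal; in these data hits start at about 50%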
# PGC1a acetyl inh: PGC1a acetylation modulation, inhibitor mode. AID 651687. hit rate 0.17% among 350,000. inhibition, % at 15.6 µM. U2OS PGC1a acetylation, AlphaScreen anti-acetyl-lysine; with virally co-expressed GCN5 acetyltransferase;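 active means every replicate shows inhibition of at least 40%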;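 further: 0% = neutral control wells and 100% = positive control wells; some results beyond the cut were filed as inactive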
# RAD52 inh: inhibitors of human RAD52 DNA annealing; inhibition, % at 18.7 µM; P43351; recombinant RAD52 DNA annealing, FRET fluorescence; AID 651710; hit rate 0.46% among 360,000;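 active means every replicate showing at least 50% inhibition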
# E-selectin induc: induces E-selectin expression in human endothelial cells. hit rate 0.37% among 260,000. activation, % at 7.58 µM. HUVEC E-selectin immunofluorescence imaging; normalized: neutral wells 0, TNF-alpha wells 100;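 active means mean E-selectin-positive cell signal at least 10% of the positive control, reached in at least 60% of replicates, without over 20% cell loss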;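 further: in these data hits start at about 27%; measured in HUVEC primary endothelial cells; signal is the percent of cells scored E-selectin positive by PE staining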
#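 Test system: HUVEC | Signal: Immunofluorescence imaging | Read-out: Percent E-selectin-positive cells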
# Cneo AK release: causes C. neoformans cell lysis; adenylate kinase release luminescence, 4 h; normalised: neutral wells 0, clomiphene wells 100; AID 651654; hit rate 0.2% among 360,000; lysis activity, % at 15 µM;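 active means mean lysis activity across replicates of at least 80%, whatever share of replicates individually reach that level; inactive means mean lysis activity below 80%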
#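 Material – Cryptococcus neoformans yeast cells · Quantity – 5 × 10^6 yeast cells/mL · Buffer or medium – YPD medium · Compound – single dose · Timing – 4 h static compound exposure, 37 °C, read 1 h post-reagent · Signal – adenylate kinase release luminescence · Read-out basis – lysis from increased AK signal · Benchmarks – Clomiphene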
# miR122 inh: blocks miR-122 activity in Huh7 sensor cells; Huh7 miR-122 Renilla luciferase sensor, 48 h; neutral wells = 0, positive control = 100; activation (reporter increase), % at 12.5 µM; hit rate 0.3% among 340,000; AID 602342;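 active means mean replicate activation score at least 90 and every replicate individually at or above 90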;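 further: higher luciferase means less miR-122 activity so hits act as miR-122 inhibitors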
# PglD inh: inhibitors of Campylobacter jejuni PglD acetyltransferase. purified PglD enzyme, DTNB colorimetric CoA detection. inhibition, % at 12.5 µM. hit rate 0.098% among 360,000. AID 602405; in the data active means inhibition above about 16%, passing the limit was not always enough; further: strong numbers were not always called active
# * = called active by the depositor; / = no result given; [ ] = another dose, or the depositor's remark. Compounds as they come; 1.4% or so of the library scored in one or more.
SMILES,ERAP1 inh,RAD54 branch,PGC1a acetyl inh,RAD52 inh,E-selectin induc,Cneo AK release,miR122 inh,PglD inh
C[C@H]1CCCCO[C@H](CN(C)Cc2ccc(C(F)(F)F)cc2)[C@@H](C)CN([C@@H](C)CO)C(=O)c2cc(NS(=O)(=O)c3cn(C)cn3)ccc2O1,5,3,9,2,0.0,0,3[16.7 µM],5
O=C(COc1cc(O)c2c(=O)cc(-c3ccccc3)oc2c1)c1cccc([N+](=O)[O-])c1,0,-6,-15,8,/,1,-1,-117
O=C(C1CCCC1)N1[C@@H]2CN(S(=O)(=O)c3ccccc3)c3ccccc3[C@@H]2[C@@H]1CO,1,-8,-17,-8,0.1,-4,30[16.7 µM],4
CC(=O)NCCc1nc2ccccc2n1Cc1ccccc1,-4,0,4,-10,0.1,1,0,-3
CC1CCCCC1NC(=O)CN1CCC(NC(=O)C(C)(C)C)CC1 (stereo not given),-2,-10,3,-7,0.3,0,-5,-2
O=C(C[C@H]1C[C@@H]2c3cc(NC(=O)Nc4ccccc4F)ccc3O[C@@H]2[C@H](CO)O1)NCCc1ccccc1,2,8,-2,-10,-0.3,22,4[16.7 µM],-2
C[C@H]1CCCCO[C@H](CN(C)C)[C@@H](C)CN([C@@H](C)CO)C(=O)c2cc(NC(=O)Nc3ccc4c(c3)OCO4)ccc2O1,1,9,6,0,0.0,-2,9[16.7 µM],4
O=C(C[C@@H]1C[C@@H]2c3cc(NC(=O)Nc4ccccc4F)ccc3O[C@@H]2[C@H](CO)O1)NCc1ccc2c(c1)OCO2,0,-24,3,7,0.8,61,7[16.7 µM],4
O=C(COc1ccccc1Cl)Nc1cc(NC(=O)COc2ccccc2Cl)cc(C(=O)O)c1,1,3,/,-19,1.3,2,/,-3
Cc1cc(C(=O)N2CC(C)CC(C)C2)c(C)o1 (stereo not given),0,-1,-3,-15,0.6,-1,-7,2
c1ccc2c(c1)nc1n2CN(Cc2ccc3c(c2)OCO3)CN1,/,-6,-6,/,/,1,-12,-3
CC(=O)c1c(C)n(-c2ccc(N(C)C)cc2)c2ccc(OCC(N)=O)cc12,/,1,-15,/,/,-4,-2,-5
COc1ccc(OCC(=O)N2CC3(C)CC2CC(C)(C)C3)cc1 (stereo not given),/,3,-10,/,/,-3,3,0
CC(C)CCNC(=O)CN(CC1CCCO1)C(=O)CCC(=O)Nc1ccccn1 (stereo not given),/,2,-3,/,/,-2,-1,6
O=C(NC1CC1)c1ccc(Cl)c(S(=O)(=O)N2CCOCC2)c1,1,5,/,-10,0.3,-2,/,-3
O=C(NCc1ccco1)c1ccccc1SCC(=O)N1CCCC1,2,0,1,-15,0.9,0,-7,4
COc1ccc(Nc2nnc(C)c(=O)[nH]2)cc1,/,-6,0,/,/,-1,-11,-5
COc1ccc(CN(C)C[C@@H]2Oc3ccc(NS(=O)(=O)c4ccc(Cl)cc4)cc3C(=O)N([C@@H](C)CO)C[C@H]2C)cc1,-2,3,0,13,10,0,-4[16.7 µM],1
CCNC(=O)C[C@@H]1CC[C@@H]2[C@@H](COc3ccc(NC(=O)Nc4cccc(Cl)c4)cc3C(=O)N2C)O1,0,-17,2,-2,0.1,1,-17[16.7 µM],1
Cc1c2cnn(CC(=O)NCCCN3CC(C)CC(C)C3)c(=O)c2c(C)n1Cc1ccc(Cl)cc1 (stereo not given),3,-11,-1,4,-0.3,-2,-7,-6
CO[C@H]1CN(C)C(=O)c2ccc(NC(=O)Nc3ccc(C(F)(F)F)cc3)cc2OC[C@H](C)NC[C@H]1C,-3,7,0,37,0.0,0,-8[16.7 µM],1
CC(C)N1C(=O)S/C(=C/c2cccnc2)C1=O,/,-1,-3,/,/,6,-6,-3
CC(=O)c1c(O)c2ccccc2n(C2CCCCC2)c1=O,2,-4,/,-29,/,-1,-8,3
Cc1cc(=O)[nH]c(SCC(=O)NN(c2ccccc2)c2ccccc2)n1,-3,12,-2,-10,-0.2,1,/,-2
C[C@@H]1CN([C@@H](C)CO)S(=O)(=O)c2ccc(-c3ccncc3)cc2O[C@H]1CN(C)C(=O)c1ccc2c(c1)OCO2,-1,5,7,6,-0.3,0,3[16.7 µM],1
CN(C(=O)COC(=O)c1ccc(-c2ccc(O)cc2)cc1)C1CCS(=O)(=O)C1 (stereo not given),3,-4,-5,-7,0.0,-5,-1,-13
Cc1cccn2c(=O)c3cc(C(=O)NCCCOC(C)C)sc3nc12,-17,8,-6,-10,-0.3,0,-4,2
CCOC1=NC(=C(c2ccccc2)c2ccccc2)OC1=O,0,0,7,-11,/,3,-5,3
COc1cccc(CC(=O)Nc2nc(-c3ccc(F)c(F)c3)cs2)c1,1,6,-6,-21,/,0,-4,/
CC1C(=O)N(Cc2cccc(F)c2)c2ccccc2N1C(=O)c1ccccc1 (stereo not given),0,0,-9,4,0.0,1,/,2
CC(=O)Nc1cccc(NC(=O)C2CCCN2C(=O)Nc2ccc(C)cc2)c1 (stereo not given),/,-3,8,/,/,1,-4,1
O=C(CC(=O)NC1CCCCC1)N/N=C/c1ccccc1Cl,/,-26,0,/,/,0,4,-4
COC(=O)c1cc(C)nc(Nc2nc(C(N)Cc3ccc(Cl)cc3)cs2)n1 (stereo not given),2,7,2,-17,1.5,-10,-6,-3
Cc1ccc(C(=O)NCC(=O)NC23CC4CC(CC(C4)C2)C3)cc1,0,-4,/,-12,/,9,/,4
CCOC(=O)c1ccc(NC(=O)c2nc[nH]c2C(=O)N2CCC(C)CC2)cc1,-1,-3,-10,-9,-0.1,-1,-2,-2
O=S(=O)(c1ccc(NC2CCCCC2)cc1)N1CCOCC1,/,-15,-14,/,/,0,38,1
CC(Sc1nc(N)cc(=O)[nH]1)C(=O)NCC(=O)Nc1ccc(F)c(F)c1F (stereo not given),0,4,/,-6,/,1,/,-1
O=C(Cc1ccccn1)NCC[C@H]1CC[C@H](NC(=O)Nc2ccc(Cl)cc2)[C@@H](CO)O1,1,9,-13,-6,-0.1,-2,/,4
Cc1nnc(NC(=O)CSc2nnc(Cc3cccn3C)n2C)s1,5,12,/,-11,/,1,/,-4
O=C(c1ccc2c3n(nc2c1)-c1ccccc1CO3)N1CCCCC1,-1,-6,2,-14,-0.1,-4,-3,-2
Cc1ccc(C(=O)/C=C/Nc2cccc(O)c2)cc1,/,-11,18,/,/,4,10,-1
CCN(CC)CCNC(=O)c1ccc(NC(=O)/C=C/c2ccc3ccccc3n2)cc1,-4,28,/,32,-0.3,0,-9,2
Cc1ccc(N2CCN(CC(O)COC3CCCCC3)CC2)cc1 (stereo not given),/,-1,-82,/,/,-2,1,1
Cc1[nH]n(C(C)(C)C)c(=O)c1Sc1ccccc1,/,2,21,/,/,1,-8,-2
O=S(=O)(O)c1ccc(SCc2ccccc2)nc1,/,-13,12,-27,0.8,-2,0,4
CNC[C@H]1Oc2ccc(NC(=O)Cc3ccccc3)cc2C(=O)N([C@@H](C)CO)C[C@@H]1C,1,-3,-1,-4,-0.1,4,2[16.7 µM],-3
Cc1ccc(NC(=S)NCCO)c(C)c1,/,0,4,/,/,-3,-5,6
Cc1ccc(CNC(=O)c2ccc3c(c2)S(=O)(=O)c2ccccc2C3=O)o1,/,5,-4,/,0.0,0,-8,4
COCCNc1nc(N)c([N+](=O)[O-])c(Nc2ccc(F)cc2)n1,-2,-9,6,0,-0.1,-1,-9,-2
COc1ccc(NCC(=O)N/N=C/C=C\c2ccccc2)cc1,2,0,-2,-8,-0.6,0,-3,2
COc1cc(Cl)c(C)cc1NC(=O)CN1C(=O)C2CC=CCC2C1=O (stereo not given),-1,-18,/,-7,/,-2,/,1
CN(C)CCCNC(=O)C[C@@H]1CC[C@@H]2[C@H](COc3ccc(NC(=O)c4cccc(F)c4)cc3C(=O)N2C)O1,-3,4,2,-7,0.2,-1,-17[16.7 µM],-1
Cn1cccc1CNCc1ccccc1Cl,/,-6,16,/,/,5,4,-1
CCOc1ccccc1/C=C(\C#N)C1=CCCC1,0,-8,/,-10,0.1,1,/,-8
C/C(=C\c1ccc2c(c1)OCO2)C1Nc2cccc3cccc(c23)N1,3,-1,-4,-14,0.1,-3,0,-8
O=C(NCCCn1cccn1)C1CCC(=O)N(Cc2cccc(C(F)(F)F)c2)C1 (stereo not given),8,-1,/,3,/,0,/,-5
CCC(c1nnnn1Cc1ccc2c(c1)OCO2)N1CCN(c2ccc(F)cc2)CC1 (stereo not given),/,-15,-9,/,/,-1,12,-4
Cc1ccc(S(=O)(=O)N(C)C[C@@H]2Oc3ccc(NC(=O)Nc4ccc(C(F)(F)F)cc4)cc3C(=O)N([C@@H](C)CO)C[C@@H]2C)cc1,-1,6,-13,1,-0.7,3,-30[16.7 µM],-3
O=C(C[C@@H]1C=C[C@@H](NC(=O)Nc2ccc(F)cc2)[C@H](CO)O1)NCCN1CCCC1,2,0,1,0,-0.4,-1,-1[16.7 µM],-1
C=CCC[C@@H](Cc1ccc(F)cc1)C(=O)OC[C@@H](Cc1c[nH]c2ccccc12)NC(=O)[C@@H](CC=C)CC(=O)N(CCO)Cc1ccccc1,1,-4,1,-5,-0.1,-1,-19,-6

# Next section
SMILES,ERAP1 inh,RAD54 branch,PGC1a acetyl inh,RAD52 inh,E-selectin induc,Cneo AK release,miR122 inh,PglD inh
CCOc1cc(/C=N/NC(=O)COc2cccc(C)c2)ccc1OC(=O)c1cccs1,/,-1,-6,/,/,-5,-1,5
Oc1ccccc1-c1nnc(COc2ccccc2)o1,/,9,14,-5,-0.2,-2,0,-6
C=CC[C@@H](CC(=O)NCCO)C(=O)N[C@@H](COC(=O)[C@@H](CC=C)CC(=O)OC(C)(C)C)Cc1c[nH]c2ccccc12,-4,-4,1,-8,0.0,2,3,0
O=C(Nc1ccc(-c2ccc([N+](=O)[O-])cc2)cc1)c1ccccc1F,3,/,17,-11,0.1,/,2,/
COc1cccc(NC(=O)CN(C)C(=O)c2cc(S(=O)(=O)N3CCCCCC3)ccc2OC)c1,1,15,-10,-4,-0.3,-1,-6,5
OCCN(Cc1cccnc1)Cc1ccccn1,3,0,9,-26,0.0,2,/,-1
Cc1oc(-c2ccc(Cl)cc2)nc1CN1CCCC(C(=O)NC2CC2)C1 (stereo not given),1,7,/,-8,/,-1,-6,-7
Cn1[nH]c(=O)c(Cl)c(Cl)c1=O,/,-3,4,/,/,2,4,-1
Cc1n[nH]c(C)c1S(=O)(=O)N1CCCC(C(=O)Nc2nccs2)C1 (stereo not given),/,-4,4,/,/,1,-2,0
O=C(N[C@H]1CC[C@@H](CC(=O)N2CCc3ccccc3C2)O[C@H]1CO)C1CCOCC1,-1,-2,-3,-6,0.1,-7,1[16.7 µM],3

# Some of the entries so far, with two lines to a compound.
# Fields: ERAP1 inh, RAD54 branch, PGC1a acetyl inh, RAD52 inh, E-selectin induc, Cneo AK release, miR122 inh, PglD inh
- O=C(Nc1ccc(-c2ccc([N+](=O)[O-])cc2)cc1)c1ccccc1F
→ 3, /, 17, -11, 0.1, /, 2, /
- COc1cccc(NC(=O)CN(C)C(=O)c2cc(S(=O)(=O)N3CCCCCC3)ccc2OC)c1
→ 1, 15, -10, -4, -0.3, -1, -6, 5
- OCCN(Cc1cccnc1)Cc1ccccn1
→ 3, 0, 9, -26, 0.0, 2, /, -1
- Cc1oc(-c2ccc(Cl)cc2)nc1CN1CCCC(C(=O)NC2CC2)C1 (stereo not given)
→ 1, 7, /, -8, /, -1, -6, -7
- Cn1[nH]c(=O)c(Cl)c(Cl)c1=O
→ /, -3, 4, /, /, 2, 4, -1
- Cc1n[nH]c(C)c1S(=O)(=O)N1CCCC(C(=O)Nc2nccs2)C1 (stereo not given)
→ /, -4, 4, /, /, 1, -2, 0
- O=C(N[C@H]1CC[C@@H](CC(=O)N2CCc3ccccc3C2)O[C@H]1CO)C1CCOCC1
→ -1, -2, -3, -6, 0.1, -7, 1[16.7 µM], 3
